From PubChem
BLM inh = Bloom syndrome helicase (human) inhibition; hit rate 0.2% among 350,000; AID 2528; Potency, µM (doses to about 56.1 µM), for inactives: at the highest dose activity change, negative = inhibition, hits mostly inhibitors; recombinant BLM DNA unwinding, fluorescence dequenching; P54132;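 further: plate controls were vehicle for no effect and no enzyme for full effect; nearly all actives have a fitted effect of over 35% in size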
Apoferritin bind = binds horse apoferritin like a general anesthetic; P02791; apoferritin/1-aminoanthracene competitive binding, fluorescence; Potency, µM (top dose mostly 77.5 µM), for the others: top-dose activity change, negative = displacement, actives largely listed as inhibitors; hit rate 0.074% among 350,000; further: on the % scale 0 is the no-effect control and ±100 the full control effect; nearly all actives have a fitted effect of over 20% in size
Target sequence (P02791 2-175 limits assumed): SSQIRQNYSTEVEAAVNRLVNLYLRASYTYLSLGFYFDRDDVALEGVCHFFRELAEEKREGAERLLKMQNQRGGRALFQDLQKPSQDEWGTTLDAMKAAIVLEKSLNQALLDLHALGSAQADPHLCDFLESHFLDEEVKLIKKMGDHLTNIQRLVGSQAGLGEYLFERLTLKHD
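Apoferritin-based anesthetic binding model; compound displacement of fluorescent 1-AMA measured as endpoint fluorescence after 10 minutes at room temperature, scaled to free-ligand and complex controls.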
POLB inh = DNA polymerase beta (human) inhibition; P06746; Pol beta primer extension/strand displacement, fluorescence kinetic; Potency, µM (doses to about 114 µM), for the others: at the top dose activity change, negative = inhibition, usual class: inhibitors; hit rate 1.3% among 340,000; AID 485314; further: on the % scale 0 is the no-effect control and ±100 the full control effect
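Values derive from four-parameter Hill fits of normalized kinetic data: reads at 0 and 10 min following addition of 50 nM substrate to 10 nM Pol beta preincubated 15 min with compound.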
Pol kappa inh = blocks human DNA polymerase kappa activity. Q9UBT6. purified Pol kappa, fluorescent DNA synthesis assay, 10 min. Potency, µM (highest dose often 107 µM), without a hit: top-dose activity, negative = inhibition, usual class: inhibitors. hit rate 0.53% among 400,000. AID 588579; further: on the % scale 0 is the no-effect control and ±100 the full control effect
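Kinetic fluorescence screen: compound preincubated 15 min RT with 10 nM enzyme; 50 nM substrate (final) initiates; reads at 0/10 min.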
APE1 inh = APE1 (human) endonuclease inhibition | P27695 | recombinant APE1, TAMRA/BHQ-2 abasic DNA cleavage fluorescence | Potency, µM (titrated, usually from 65.8 µM), for inactives: at the highest dose activity change, negative = inhibition, usual class: inhibitors | hit rate 0.35% among 350,000;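 further: plate controls were vehicle for no effect and reference inhibitor for full effect; nearly all actives have a fitted effect of over 55% in size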
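Enzyme (0.75 nM final) and test compound are incubated 15 min at room temperature before adding 50 nM quenched THF abasic-site duplex. Cleavage dequenches TAMRA, followed at 525/598 nm over three reads one minute apart.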
BAZ2B inh = inhibitors of human BAZ2B bromodomain | Potency, µM (doses to about 114 µM), for the others: at the top dose activity change, negative = inhibition, most hits filed as inhibitors | hit rate 4.4% among 360,000 | Q9UIF8 | AID 504333 | AlphaScreen BAZ2B-H3K14Ac peptide displacement; further: on the % scale 0 is the no-effect control and ±100 the full control effect; nearly all actives have a fitted effect of over 60% in size
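Compounds, titrated to a top concentration of 110 uM, were incubated 30 min at room temperature with preformed BAZ2B/acetyl-K14 H3 peptide complex (50 nM each). Proximity signal was measured by AlphaScreen after 20 min with beads.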
Pol iota inh = DNA polymerase iota (human) inhibition | Pol iota fluorescent replication assay, 10 min | AID 588590 | Potency, µM (top dose mostly 115 µM), without a hit: top-dose activity, negative = inhibition, usual class: inhibitors | Q9UNA4 | hit rate 1% among 390,000
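Pol iota at 10 nM preincubated 15 min with compounds at room temperature; reaction started with fluorescent substrate, 50 nM final. Fluorescence read kinetically at 0 and 10 min; buffer-only wells as negative control.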
G9a inh = blocks human histone lysine methyltransferase G9a | Potency, µM (highest dose often 102 µM), for the others: at the highest dose activity, negative = inhibition, usual class: inhibitors | AID 504332 | Q96KQ7 | hit rate 8.8% among 350,000 | G9a H3K9 monomethylation, AlphaScreen, 2 h; further: on the % scale 0 is the no-effect control and ±100 the full control effect; nearly all actives have a fitted effect of over 75% in size
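G9a (20 nM) was preincubated 15 min with compound, then reacted 2 h at room temperature with 500 nM biotin-H3K9 peptide and 20 µM SAM. Monomethyl-H3K9 detected by AlphaScreen using anti-H3K9me1 antibody.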
POLH inh = DNA polymerase eta (human) inhibition; Q9Y253; recombinant Pol eta, fluorescent DNA replication assay; Potency, µM (doses to about 114 µM), for the others: top-dose activity change, negative = inhibition, hits mostly inhibitors; hit rate 1.2% among 390,000; AID 588591; further: on the % scale 0 is the no-effect control and ±100 the full control effect
Target sequence (Q9Y253 whole entry, looked up): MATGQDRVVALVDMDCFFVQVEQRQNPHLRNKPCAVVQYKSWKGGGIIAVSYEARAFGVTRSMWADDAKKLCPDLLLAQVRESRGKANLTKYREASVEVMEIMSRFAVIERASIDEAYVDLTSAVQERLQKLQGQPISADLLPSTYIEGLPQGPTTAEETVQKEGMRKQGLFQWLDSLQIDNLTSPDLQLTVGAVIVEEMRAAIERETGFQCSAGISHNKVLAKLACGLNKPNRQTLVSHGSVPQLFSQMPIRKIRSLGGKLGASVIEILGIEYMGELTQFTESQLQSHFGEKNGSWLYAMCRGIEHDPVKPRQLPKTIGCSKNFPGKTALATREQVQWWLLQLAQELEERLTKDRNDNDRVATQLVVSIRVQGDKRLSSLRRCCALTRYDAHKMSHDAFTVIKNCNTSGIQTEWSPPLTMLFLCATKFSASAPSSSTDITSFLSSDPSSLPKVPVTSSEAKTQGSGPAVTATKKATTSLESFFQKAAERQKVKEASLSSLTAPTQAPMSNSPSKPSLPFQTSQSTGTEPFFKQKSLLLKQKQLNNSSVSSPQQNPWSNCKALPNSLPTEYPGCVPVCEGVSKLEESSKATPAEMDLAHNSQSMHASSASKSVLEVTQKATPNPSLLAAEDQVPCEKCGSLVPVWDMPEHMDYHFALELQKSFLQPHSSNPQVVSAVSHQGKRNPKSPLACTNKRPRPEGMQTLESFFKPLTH
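Fluorescent replication assay: 50 nM final substrate added after a 15 min room-temperature compound preincubation with 10 nM enzyme. Signal taken at 0 min and again at 10 min.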
Numbers without * were called inactive; u = inconclusive; x = not tested or not shown; & = joins results of further samples; [ ] = dose if it differs, or a comment. The call rests on the fitted dose curve; in most records, active means well fitted curve in the direction sought with a large enough effect; inconclusive means small, poorly fitted or top-dose-only effect, or another doubt; inactive means no such curve, though single readings can be large; an effect the other way counts as inactive or inconclusive. Potency means the concentration at half of the fitted maximal effect. Not all compounds are listed; count on the stated rates, not on these rows.

Values in the order – BLM inh	Apoferritin bind	POLB inh	Pol kappa inh	APE1 inh	BAZ2B inh	Pol iota inh	G9a inh	POLH inh
CC1(C)Cc2c(c(-c3ccco3)nc3sc4c(NCCN5CCOCC5)ncnc4c23)CO1
 : -5%	4%	1%	-8%	2%	-2%	66%[activator]	18µM*	-18%
c1cncc(-c2nn3c(Cn4nnc5ccccc54)nnc3s2)c1
 : 6%	-18%	10%	-15%	-8%	14%	-18%	13%[2.33 µM]	-1%
Cc1ccnc(NC(=O)CCC(=O)N(CC(=O)NCC2CCCO2)Cc2ccc(F)cc2)c1 (stereo not drawn)
 : 0%	-8%	27%	-9%	2%	-1%	13%	9%	-3%
CCC1(c2ccc(Cl)cc2)NC(=S)N(c2ccc(C)cc2)N1 (stereo not drawn)
 : -1%	5%	-16%	-16%	0%	-35%	8%	28µM*	-14%
CCn1cc(S(=O)(=O)CC(=O)NC2CCCCC2)c2ccccc21
 : -6%	-12%	20%	-2%	-1%	6%	16%	27%[2.33 µM]	-13%
O=C(CCC(=O)NNC(=O)Nc1cccc(Cl)c1)NCc1ccccc1
 : -8%	-7%	-1%	2%	12%	-4%	73%[activator]	6%	-14%
O=C(Nc1ccccc1)NC(Cc1ccc(O)cc1)C(=O)O (stereo not drawn)
 : 0%	-2%	-9%	-14%	0%	-13%	-21%	-31%	-7%
O=C(CN1C(=O)C2C3C=CC(C3)C2C1=O)Nc1nncs1 (stereo not drawn)
 : -7%	-8%	9%	-10%	9%	-5%	9%	3%	-3%
COc1ccc(-c2noc(CSc3nc4ccccc4c(=O)n3-c3ccccc3)n2)cc1OC
 : -3%	-2%	0%	2%	3%	-5%	2%	-2%[12.7 µM]	5%
O=C(COC(=O)/C=C/c1ccc(OC(F)F)cc1)NC1CCCCCCC1
 : x	x	x	-11%	4%	31%[activator]	-1%	u	-17%
Nc1ccc(C(=O)N2CCCC2)cc1
 : 3%	38%[activator]	12%	3%	1%	-3%	9%	-1%[59 µM]	-1%
O=C(c1ccco1)N1CCCC(c2nc3c(nnn3Cc3ccc(Cl)cc3Cl)c(=O)[nH]2)C1 (stereo not drawn)
 : -5%	-6%	10%	-12%	19%	-19%	90%[activator]	-15%	-2%
O=C(Nc1ccc2sccc2c1)c1ccc(Cl)s1
 : -2%	2%	-2%	9%	-4%	-4%	-19%	-3%	-2%
COc1ccc(Br)cc1/C=N/NC(=O)c1cccc(S(=O)(=O)N2CCOCC2)c1
 : 0%	-18%	0%	7%	-12%	-15%	-12%	4%	-12%
Cc1c(NC(=O)CN2CCN(c3ccccc3)CC2)c(=O)n(-c2ccccc2)n1C
 : 2%	-9%	-3%	-14%	0%	7%	5%	-7%	-9%
CC(=O)c1ccc(NS(=O)(=O)c2cc3c(cc2C)N(C(C)=O)CCO3)cc1
 : 1%	-11%	2%	-43%	-1%	-35%	-2%	6%	0%
COCCNC(=O)c1cc2sc3ccccc3c2s1
 : 0%	-15%	0%	4%	-6%	7%	14%	-31%	-8%
CSc1nncn1/N=C/c1cc(Cl)ccc1F
 : 3%	u	20%	-8%	-1%	1%	u	-5%[59 µM]	-11%
Cn1c(=O)n(CCO)c(=O)c2c1nc(Br)n2Cc1ccccc1
 : -1%	-16%	13%	4%	5%	-5%	7%	-3%[59 µM]	-10%
COc1cccc2[nH]c3ccccc3c(=O)c12
 : 3%	891%[activator]	1%	-15%	-7%	-5%	19%	7%	u
CC(NC(=O)c1ccncc1)C(C)(C)C (stereo not drawn)
 : -2%	-7%	12%	0%	-2%	-3%	19%	-19%[59 µM]	-5%
Cc1c(NCc2ccncc2)cccc1C(=O)O
 : 1%	1%	-1%	-1%	-4%	6%	95%[activator]	u	-15%
COc1cc(C(=O)NCC(c2ccco2)S(=O)(=O)c2ccccc2)cc(OC)c1OC (stereo not drawn)
 : -1%	-10%	-2%	-2%[60.1 µM]	x	-7%	6%	-10%[59 µM]	12%
C/C(=N\NC(=O)c1c(Cl)cnn1C)c1cccc(NC(=O)C(C)C)c1
 : 2%	0%	48%	1%	3%	0%	u	7%	-12%
Cc1ccc(C(=O)Nc2ccccc2C(=O)O)cc1S(=O)(=O)N1CCCCCC1
 : 1%	-8%	0%	5%	x	4%	-17%	8%[59 µM]	-10%
CCc1ccc(CNC(=O)c2cnc3sc(N(CC)CC)nn3c2=O)cc1
 : 1%	-10%	2%	9%	x	-3%	-10%	20%[59 µM]	-10%
COc1ccc(OCCOc2ccc(N(C)S(=O)(=O)c3ccccc3)cc2)cc1
 : x	x	x	-5%	-4%	37%[activator]	u	-2%[12.7 µM]	-10%
CCCN(CC1CC1)c1nc(N)c2c(N)nc(OC)cc2c1C#N
 : -6%	-8%	6%	-10%	-4%	5%	30%[activator]	17%[59 µM]	-16%
CCN(C(=O)COC(=O)c1ccccc1Nc1cccc(C)c1C)C1CCS(=O)(=O)C1 (stereo not drawn)
 : -2%	712%[activator]	-25%	1%	-3%	15%	-10%	x	-14%
CN(C)C(=O)CSc1ncnc2scc(-c3ccccc3)c12
 : 9%	-4%	-2%	-3%	8%	x	110%[activator]	-5%	-19%
O=C(CN(C(=O)CCC(=O)Nc1ccccn1)c1ccc(F)cc1)NCc1ccco1
 : -1%	-5%	2%	2%	3%	-15%	-8%	1%	-17%
CN(C)C(=S)Nc1ccc(Br)cc1Cl
 : -1%	-1%	12%	-1%	2%	3%	47%[activator]	-11%	-15%
COc1ccc(S(=O)(=O)Nc2cc(Cl)ccc2OC)cc1
 : -1%	u	0%	-7%	1%	10%	11%	0%	-19%
CC(NS(=O)(=O)c1ccc(CCC(=O)N2CCN(C)CC2)cc1)c1ccccc1 (stereo not drawn)
 : -6%	-11%	-14%	-6%	-3%	4%	-4%	-19%[12.7 µM]	7%
CCOC(=O)C1CCN(S(=O)(=O)c2ccc3c(c2)N(C(C)=O)CCO3)CC1
 : -1%	-5%	39%	0%	36%	0%	28%	0%	-17%
CCc1cc2ccccc2nc1SCC(=O)Nc1cc(OC)c(OC)cc1C(=O)O
 : 4%	-5%	-1%	-4%	2%	-37%	-9%	u	-4%
CCC(C)C(=O)Nc1cc(Cl)ccc1C(=O)O (stereo not drawn)
 : 3%	-10%	-1%	-12%	-3%	-37%	18%	-39%	-19%
CCCCn1nc(NC(=O)c2cccc(Cl)c2)c2cc3cccc(C)c3nc21
 : 1%	3%	1%	-14%	x	8%	4%	7%[59 µM]	x
Cc1ccc(C(=O)N2CCCCC2C(=O)O)cc1S(=O)(=O)N1CCCCC1 (stereo not drawn)
 : x	x	x	-8%	55%	x	63%[activator]	x	-16%
COc1ccc(CCNC(=O)C2CCC(=O)N2Cc2ccccc2Cl)cc1OC (stereo not drawn)
 : 1%	4%	-3%	-3%	4%	-3%	-16%	-3%[12.7 µM]	-23%

In a second layout: two of the compounds above.
compound	BLM inh	Apoferritin bind	POLB inh	Pol kappa inh	APE1 inh	BAZ2B inh	Pol iota inh	G9a inh	POLH inh
CCC(C)C(=O)Nc1cc(Cl)ccc1C(=O)O (stereo not drawn)	3%	-10%	-1%	-12%	-3%	-37%	18%	-39%	-19%
Cc1ccc(C(=O)Nc2ccccc2C(=O)O)cc1S(=O)(=O)N1CCCCCC1	1%	-8%	0%	5%	x	4%	-17%	8%[59 µM]	-10%

(listing goes on)
Values in the order – BLM inh	Apoferritin bind	POLB inh	Pol kappa inh	APE1 inh	BAZ2B inh	Pol iota inh	G9a inh	POLH inh
Cc1occc1C(=O)NNC(=O)C(c1ccccc1)c1ccccc1
 : -3%	-9%	45%	3%	-3%	-7%	-10%	x	-2%
O=C(O)CCC(NS(=O)(=O)c1ccc(N2CCCC2=O)cc1)C(=O)O (stereo not drawn)
 : -6%	23%	-22%	-1%	5%	-2%	9%	u	-12%
O=S(=O)(NCCCO)c1ccc2c(c1)Cc1cc(S(=O)(=O)NCCCO)ccc1-2
 : 0%	-17%	0%	-5%	-2%	4%	2%	8%[2.33 µM]	-6%
CCCCCCOC(=O)Cc1c(C)nc(N)[nH]c1=O
 : -5%	-10%	15%	0%	-6%	1%	31%[activator]	-37%	-13%
Cc1cc(C)c(NC(=O)Cn2c(=O)n(Cc3ccccc3)c(=O)c3c(C)c(C(=O)N(C)C)sc32)c(C)c1
 : 1%	u	1%	-1%[60.1 µM]	x	26%	5%	8%[59 µM]	-16%
Cc1ccccc1OC(C)C(=O)N1CCC(Cc2ccccc2)CC1 (stereo not drawn)
 : -13%	-5%	-27%	-4%	22%	5%	16%	89%[activator]	-9%
COc1ccc(-c2noc(-c3ccc(N4CCCC4)c([N+](=O)[O-])c3)n2)cc1OC
 : -4%	0%	11%	2%	x	1%	11%	-36%[59 µM]	-11%
CCOc1ccc(OC(=O)c2sc3ncn(Cc4cccc(F)c4)c(=O)c3c2C)cc1
 : -5%	0%	7%	-8%[60.1 µM]	x	14%	30%[activator]	4%[59 µM]	-14%
O=C1C[C@@H]2CCN3C(=O)CCC[C@@H]([C@H]23)[C@@H]1Cc1ccccc1
 : 0%[75.6 µM]	-1%[110 µM]	x	-8%&-12%	-17%&-2%	x	11%	27%	-2%
COc1cccc(NC(=O)c2ccc(NC(=O)C(C)(C)C)cc2)c1
 : 0%	-5%	25%	-7%	4%	2%	9%	15%	-10%
COc1ccc(NC(=O)c2cc(S(=O)(=O)N3CCc4ccccc43)cn2C)cc1
 : -7%	-6%	-16%	-10%	0%	-3%	-4%	x	-15%
CCC(=O)Oc1ccc(C(=O)Nc2ccccc2C(=O)NCC(C)C)cc1
 : 0%	-21%	4%	2%	1%	1%	18%	6%	-19%
O=C(COC(=O)c1cccc2ccccc12)Nc1ncc(C(F)(F)F)cc1Cl
 : -3%	u	0%	-4%	5%	5%	1%	u	-4%
O=C(CCc1cn(Cc2ccccc2Cl)c2ccccc12)NC1CCCCC1
 : -1%	13%	7%	-11%	x	-8%	22%	-34%[59 µM]	-15%
